phage Ecoli inh – E. coli growth loss with phage present; inhibition, % at 11.9 µM; 0.26% of 360,000 active; growth absorbance; in the data active means inhibition above about 11%
Tat transport – blocks Tat-dependent protein export in E. coli; AID 488895; inhibition, % at 10 µM; 0.036% of 340,000 active; E. coli MC4100 TorA-mCherry Tat export, fluorescence;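 active means mean replicate inhibition at least 50% and at least half of replicates individually reaching 50%; inconclusive means only one of the two criteria met; inactive means neither criterion met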;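 further: exported cargo escapes ClpAP degradation while cytoplasmic cargo is degraded and loses fluorescence; 0% = median of neutral control wells and 100% = median of NaSCN control wells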
AddAB inh – less growth of phage-infected E. coli with AddAB; 0.29% of 330,000 active; inhibition, % at 11.9 µM; AID 435030; E. coli expressing H. pylori AddAB, absorbance growth; in the data active means inhibition above about 12%;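 further: 0% = vehicle wells of infected cells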
DAGLB inhibitor – diacylglycerol lipase beta (human) inhibition | 0.059% of 340,000 active | inhibition, % at 5.17 µM | HEK293T DAGLB membrane lysate, EnzChek fluorogenic substrate | Q8NCG7; in the data active means inhibition above about 34%;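 further: 0% = enzyme with vehicle and 100% = wells lacking enzyme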
Target sequence (Q8NCG7 whole entry, looked up): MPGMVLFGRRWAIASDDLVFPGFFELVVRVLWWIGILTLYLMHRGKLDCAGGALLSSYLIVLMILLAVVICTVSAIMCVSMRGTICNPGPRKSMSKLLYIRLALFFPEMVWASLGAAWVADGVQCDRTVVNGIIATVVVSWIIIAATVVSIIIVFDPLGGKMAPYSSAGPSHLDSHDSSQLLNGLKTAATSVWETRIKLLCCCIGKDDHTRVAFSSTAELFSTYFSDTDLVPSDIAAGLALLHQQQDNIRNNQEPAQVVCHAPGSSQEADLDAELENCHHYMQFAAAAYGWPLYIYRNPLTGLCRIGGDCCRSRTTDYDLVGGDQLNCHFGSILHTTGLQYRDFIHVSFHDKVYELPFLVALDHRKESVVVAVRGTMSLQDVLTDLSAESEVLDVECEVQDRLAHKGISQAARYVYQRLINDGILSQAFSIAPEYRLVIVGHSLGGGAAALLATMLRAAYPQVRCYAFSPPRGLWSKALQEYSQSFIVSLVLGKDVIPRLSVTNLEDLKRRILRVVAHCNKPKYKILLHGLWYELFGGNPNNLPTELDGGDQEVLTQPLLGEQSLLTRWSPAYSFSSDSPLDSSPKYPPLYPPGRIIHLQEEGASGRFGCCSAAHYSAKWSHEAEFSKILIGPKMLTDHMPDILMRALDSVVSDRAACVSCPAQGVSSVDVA
E coli growth – reduces bacterial viability in AddAB counter-screen | inhibition, % at 11.9 µM | 0.27% of 330,000 active | E. coli V3065 growth, OD600 absorbance, 18 h | AID 449728;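 active means inhibition above the campaign's mean inhibition across all tested compounds plus 3 SD, cut at about 9.9% in these data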;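 further: uninfected addAB+ strain grown without phage in ampicillin broth; 0% = DMSO wells and 100% = ciprofloxacin 0.95 µg/ml wells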
PfHsp90 yeast 2 – inhibits growth of yeast expressing Plasmodium falciparum Hsp90 | 0.32% of 310,000 active | inhibition, % at 9.4 µM | S. cerevisiae expressing PfHsp90, BacTiter-Glo ATP, 48 h; yeast lacking PDR1 and PDR3 efflux regulators | AID 504621;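 active means every replicate shows inhibition above about 80%, whatever the replicate mean, limit read from the data; inconclusive means mean inhibition reaches the set limit but some replicate falls short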;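 further: 0% = DMSO neutral controls and 100% = 20 µM radicicol positive controls; yeast relying on Plasmodium falciparum Hsp90 in place of its own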
Wnt act – activators of Wnt/beta-catenin signaling | activation, % at 9.35 µM | Wnt/beta-catenin reporter cell assay, activator, plate reader | 1.2% of 300,000 active; in the data active means activation above about 30%, passing the limit was not always enough; inconclusive means no clear call, values can overlap the other calls;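 further: 0% = neutral control wells and 100% = positive control wells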
Rtt109 HAT inh – blocks Candida albicans Rtt109/Vps75 acetyltransferase activity; inhibition, % at 34.9 µM; Q5AAJ8; 0.16% of 330,000 active; AID 540336; purified Rtt109/Vps75, ThioGlo CoA-SH fluorescence, 4 h;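 active means inhibition of at least 50% in every replicate; inconclusive means best replicate reaches 50% inhibition but some replicates fall short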
Target sequence (Q5AAJ8 whole entry, looked up): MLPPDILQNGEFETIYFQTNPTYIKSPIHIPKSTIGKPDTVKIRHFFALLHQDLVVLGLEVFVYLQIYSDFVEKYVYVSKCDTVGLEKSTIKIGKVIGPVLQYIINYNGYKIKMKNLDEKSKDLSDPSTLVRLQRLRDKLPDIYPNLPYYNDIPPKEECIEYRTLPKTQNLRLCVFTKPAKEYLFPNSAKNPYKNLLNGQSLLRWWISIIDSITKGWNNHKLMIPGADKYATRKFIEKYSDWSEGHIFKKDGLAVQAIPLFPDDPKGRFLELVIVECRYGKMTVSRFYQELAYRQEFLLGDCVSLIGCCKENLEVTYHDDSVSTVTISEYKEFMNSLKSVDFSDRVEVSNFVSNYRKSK
PvdQ acylase – P. aeruginosa PvdQ acylase inhibition. 0.063% of 340,000 active. inhibition, % at 10 µM. AID 488965. purified PvdQ acylase, fluorescence plate reader; in the data active means inhibition above about 30%, passing the limit was not always enough; inconclusive means no clear call, values can overlap the other calls;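 further: 0% = vehicle neutral wells and 100% = reference inhibitor wells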
CAL PDZ FP – human CAL PDZ-peptide interaction inhibition; Q9HD26; purified CAL PDZ, TMR-peptide fluorescence polarization, 1 h; inhibition, % at 20 µM; 0.02% of 330,000 active;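 active means highest replicate inhibition of at least 40%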;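 further: plate controls were DMSO neutral control wells for no effect and unlabeled competitor peptide control wells for full effect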
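Material: tagged CAL PDZ domain; buffer or medium: 25 mM sodium phosphate pH 7.4, 150 mM NaCl, TCEP, IgG, Thesit; compound dosing: single point, 20 µM; schedule: 1 h incubation at room temperature before polarization reading; measured by: FP readout, S and P plane fluorescence; read-out basis: percent inhibition from loss of millipolarization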
An asterisk follows results filed as active; ? = inconclusive; · = not tested or not shown.

1: N#Cc1ccc(S(=O)(=O)N2CCN(C(=O)c3cn(-c4ccccc4)nc3-c3cccnc3)CC2)cc1
2: CC(C)(C)OC(=O)N1CCC(CNC(=O)c2cccs2)CC1
3: CCCCNC(=O)O[C@H]1C[C@@H]2CCN3C(=O)CCC[C@H]([C@H]1Cc1ccccc1)[C@H]23
4: CC[C@H](C)[C@@H]1NC(=O)c2cc([N+](=O)[O-])cc(F)c2OCC[C@@H](C(N)=O)NC(=O)[C@H](CCCCN)NC1=O
5: COc1cccc(-c2cc(C(=O)NCC3CCCO3)c3cc(Br)cc(C)c3n2)c1 (configuration not stated)

entry no.	1	2	3	4	5
phage Ecoli inh	1.2	1.6	-5.0	1.2	2.0
Tat transport	-3	6	1	-2	4
AddAB inh	·	-0.4	2.8	5.2	-1.5
DAGLB inhibitor	0	·	0	0	0
E coli growth	·	-1.8	-2.2	2.1	0.2
PfHsp90 yeast 2	·	-6	-3	11	3
Wnt act	-4	1	-4	1	3
Rtt109 HAT inh	3	5	2	13	-6
PvdQ acylase	-10	-2	-11	10	-12
CAL PDZ FP	0.7	0.5	0.3	0.1	-3.1

6: Cc1ccccc1-c1cc(C(=O)n2cccn2)c2cc(Cl)ccc2n1
7: CCCC(=O)Nc1ccc(Cl)c(NC(=O)c2ccco2)c1
8: O=C(Nc1ccc(N2CCN(C(=O)c3cccs3)CC2)cc1)c1cccnc1
9: Cc1n[nH]c(=O)c2c(NC(=O)CSc3ccc(F)cc3)oc(C)c12
10: COc1ccccc1N1CN(Cc2ccccc2)CNC1=S

entry no.	6	7	8	9	10
phage Ecoli inh	0.9	0.1	4.0	3.4	2.2
Tat transport	1	-1	-6	-4	0
AddAB inh	0.0	2.2	2.6	0.5	-0.5
DAGLB inhibitor	1	1	0	0	1
E coli growth	-2.5	-0.9	-1.3	1.3	-0.4
PfHsp90 yeast 2	·	12	-20	8	6
Wnt act	·	·	-7	-1	-3
Rtt109 HAT inh	2	1	8	12	1
PvdQ acylase	-12	9	-4	2	-11
CAL PDZ FP	0.2	-1.7	0.0	-1.7	-0.1

11: Cc1c(C(=O)O)oc2ccc(S(=O)(=O)NC3CCCCCCC3)cc12
12: CCOC(=O)c1cccc(NC(=O)CN(C)S(=O)(=O)c2cnc[nH]2)c1
13: Cc1cccc(NC(c2ccc(C)s2)c2ccc3ccc(C)nc3c2O)n1 (configuration not stated)
14: CCOc1ccc(CNC(=O)CCCOc2cc(=O)n(C)c3ccccc23)cc1
15: COc1ccc(N2C(=O)CC(Sc3nc4ccccc4s3)C2=O)cc1OC (configuration not stated)

entry no.	11	12	13	14	15
phage Ecoli inh	1.8	3.3	4.6	2.0	4.9
Tat transport	5	-2	0	-8	-4
AddAB inh	3.8	1.7	5.5	2.3	1.0
DAGLB inhibitor	4	-1	-1	0	-1
E coli growth	-0.3	2.0	-0.4	0.0	-1.5
PfHsp90 yeast 2	17	15	-8	·	8
Wnt act	-3	·	3	-3	-3
Rtt109 HAT inh	-1	-6	4	0	·
PvdQ acylase	-4	-12	-3	-6	11
CAL PDZ FP	-0.6	-0.4	-1.2	·	-2.7

16: Cc1cccc(NS(=O)(=O)c2ccc3c(c2)Cc2cc(S(=O)(=O)Nc4cccc(C)c4C)ccc2-3)c1C
17: COc1cccc2cc(C(=O)N3CCN(c4ccc(C)cc4C)CC3)c(=O)oc12
18: COC(=O)c1c(C)[nH]c(C(=O)CSc2ncnc3sc(-c4ccccc4)cc23)c1C
19: O=C(c1ccc(COc2ccc(Br)cc2)o1)N1N=C(C(F)F)CC1(O)C(F)F (configuration not stated)
20: Cc1ccccc1-c1nnc(SCC(=O)Nc2ccc(Cl)cc2)n1N

entry no.	16	17	18	19	20
phage Ecoli inh	2.5	1.5	0.8	2.0	4.5
Tat transport	-1	-1	-9	22	16
AddAB inh	3.2	0.6	2.8	0.0	1.9
DAGLB inhibitor	0	1	-2	3	-3
E coli growth	0.2	0.3	-1.2	-0.5	-0.2
PfHsp90 yeast 2	-27	-7	-10	-3	·
Wnt act	-6	-3	·	-1	·
Rtt109 HAT inh	1	1	·	8	-9
PvdQ acylase	-10	-11	10	-9	2
CAL PDZ FP	-1.0	-0.2	-2.8	-2.6	-2.3

21: Cc1cc(C)c2c(c1)SC1=NC(c3ccccc3)(C(F)(F)F)NC(=O)N12 (configuration not stated)
22: COc1ccc(C(=O)/C=C(/C)N(C)C)cc1
23: CC(C)c1ccc(NC2CCCN(C(=O)CC3CCCC3)C2)cc1 (configuration not stated)
24: CN1CCN(c2ccc(Nc3ccnc4cc(Cl)ccc34)cc2)CC1
25: Cc1ccc(NC(=O)CN2CCN(Cc3ccccc3)CC2)cc1

entry no.	21	22	23	24	25
phage Ecoli inh	-1.5	1.8	3.5	2.5	0.2
Tat transport	3	0	13	-4	-1
AddAB inh	5.8	2.9	0.8	3.5	2.5
DAGLB inhibitor	-2	-4	-3	2	-4
E coli growth	2.1	1.6	0.4	4.2	1.0
PfHsp90 yeast 2	19	-7	7	12	-11
Wnt act	5	·	3	-1	-2
Rtt109 HAT inh	11	-4	2	4	·
PvdQ acylase	7	0	-4	-16	-7
CAL PDZ FP	-2.2	-1.4	-2.4	-1.1	-1.9

26: O=C(Nc1ccccc1N1CCCC1)C1CCN(S(=O)(=O)c2ccc(F)cc2)CC1
27: NS(=O)(=O)c1ccc(CCNC(=O)c2ccc(C#CC3(O)CCCCC3)cc2)cc1
28: CN(C)c1ccc(/C=C/c2ccc3ccccc3n2)cc1
29: CC1(C)C(C=C(Cl)Cl)C1C(=O)N(Cc1cccc(Cl)c1)C1CCS(=O)(=O)C1 (configuration not stated)
30: c1ccc(-c2cn(C[C@H]3CC[C@@H]([C@@H]4CC[C@H](Cn5cc(-c6ccccc6)nn5)O4)O3)nn2)cc1

entry no.	26	27	28	29	30
phage Ecoli inh	1.4	3.1	·	0.6	2.5
Tat transport	10	1	-15	6	2
AddAB inh	-0.5	0.7	-0.5	2.0	2.1
DAGLB inhibitor	0	3	-24	-3	0
E coli growth	0.2	-0.8	-2.3	-1.5	2.0
PfHsp90 yeast 2	-4	-26	44	19	18
Wnt act	-2	-3	·	·	-4
Rtt109 HAT inh	-2	-3	0	12	0
PvdQ acylase	-5	-7	0	-10	-24
CAL PDZ FP	-0.5	-1.7	-0.7	0.0	-3.6

31: O=C(Nc1cc(Cl)ccc1Cl)Nn1cnnc1
32: O=C(O)CCC(=O)N(Cc1cccs1)Cc1cccs1
33: COc1cc(CCCN2C(=O)C(=O)NC[C@@H]2CC2CCCCC2)cc(OC)c1OC
34: CCCOc1ccc(C2NC(=O)CCC2[N+](=O)[O-])cc1 (configuration not stated)
35: Cc1cc(C)cc(C(=O)Nc2ccc(N3CCN(C(=O)c4ccco4)CC3)cc2)c1

entry no.	31	32	33	34	35
phage Ecoli inh	0.1	2.8	2.5	0.9	1.0
Tat transport	-1	7	1	6	21
AddAB inh	·	1.4	-2.1	0.8	4.2
DAGLB inhibitor	0	-1	-4	1	5
E coli growth	·	0.6	0.1	0.7	0.9
PfHsp90 yeast 2	-18	-16	-8	10	19
Wnt act	-1	·	2	-1	0
Rtt109 HAT inh	-1	-2	-3	2	23
PvdQ acylase	-17	-6	0	-13	0
CAL PDZ FP	-1.2	1.2	0.2	0.6	-0.5

36: Nc1nnc(SCn2nnc3ccccc3c2=O)s1
37: Cc1cc(C)nc(Oc2ccc([N+](=O)[O-])cc2)n1
38: O=C(CC1c2ccccc2Oc2ccccc21)Nc1ccccc1C(F)(F)F
39: Cn1c(-c2ccccc2)cnc1SCC(=O)N1CCCCC1
40: Cc1cc2nc(-c3ccc(SCC(=O)Nc4ccc5c(c4)OCCO5)nc3)[nH]c2cc1C

entry no.	36	37	38	39	40
phage Ecoli inh	3.8	1.5	3.3	3.0	-1.3
Tat transport	-21	3	-5	-3	-12
AddAB inh	2.0	0.9	3.7	2.7	2.8
DAGLB inhibitor	2	0	-7	-6	-2
E coli growth	1.5	-0.1	0.5	1.5	0.0
PfHsp90 yeast 2	11	-5	-6	-3	-8
Wnt act	-2	-1	·	·	?
Rtt109 HAT inh	3	-4	6	6	9
PvdQ acylase	-6	-10	-11	3	-11
CAL PDZ FP	-2.0	-1.6	-0.1	0.1	0.1

41: Cc1ccccc1-n1c(SCC(=O)N2CCCC2)nnc1-c1ccccn1
42: Cc1cc(C)c(NC(=O)CS(=O)CC(=O)Nc2cccnc2)c(C)c1 (configuration not stated)
43: Cc1ccc(OC(=O)c2ccc(C)c([N+](=O)[O-])c2)cn1
44: CS(=O)(=O)N(CC(=O)NCCSCc1ccccc1Cl)c1ccccc1F
45: O=C(NCc1cccc(Br)c1)c1cc(-c2ccccc2)nn1CC1CC(c2cccnc2)=NO1 (configuration not stated)
46: COc1cccc(-c2noc(-c3ccc4c(c3)OCO4)n2)c1
47: COc1ccccc1C1CC(=O)NC(C)=C1C(=O)OC(C)C (configuration not stated)
48: CCN(C(=O)c1ccc2c(SCC(=O)O)c3c(nc2c1)CCC3)c1cc(Cl)ccc1OC

entry no.	41	42	43	44	45	46	47	48
phage Ecoli inh	2.3	1.1	0.3	-0.5	0.7	0.5	4.9	1.8
Tat transport	-9	-1	-2	2	-8	-5	1	1
AddAB inh	-1.1	2.6	-1.8	3.9	2.4	4.1	1.6	-1.5
DAGLB inhibitor	-2	0	0	0	-2	-33	3	5
E coli growth	-1.8	-1.6	0.7	-0.3	-1.7	2.2	0.5	-1.2
PfHsp90 yeast 2	-7	0	10	-3	3	·	·	-18
Wnt act	·	0	-1	-3	-6	42*	0	-3
Rtt109 HAT inh	9	1	8	3	-11	3	-2	5
PvdQ acylase	12	-2	-5	-11	-12	-11	-14	-12
CAL PDZ FP	·	-0.2	0.4	-0.3	-0.6	-0.3	-1.0	0.4

Single records, from the list above. Order of screens: phage Ecoli inh, Tat transport, AddAB inh, DAGLB inhibitor, E coli growth, PfHsp90 yeast 2, Wnt act, Rtt109 HAT inh, PvdQ acylase, CAL PDZ FP
Cc1ccc(OC(=O)c2ccc(C)c([N+](=O)[O-])c2)cn1 in the list: 0.3, -2, -1.8, 0, 0.7, 10, -1, 8, -5, 0.4
Cc1ccccc1-n1c(SCC(=O)N2CCCC2)nnc1-c1ccccn1 in the list: 2.3, -9, -1.1, -2, -1.8, -7, ·, 9, 12, ·
Cc1cc(C)c(NC(=O)CS(=O)CC(=O)Nc2cccnc2)c(C)c1 (configuration not stated) in the list: 1.1, -1, 2.6, 0, -1.6, 0, 0, 1, -2, -0.2

Source: PubChem BioAssay
